# PLAP inhibition: PLAP enzyme inhibitors, biochemical, luminescence, HTS (AID 690); purified PLAP, luminescent substrate; higher % means a stronger effect; inhibition, % at 20 µM, or IC50 in µM where a hit was titrated; 96,000 tested, 0.08% active; in the data active means a potency from the dose series; inactive means the rest, 99 in 100 with inhibition below about 30%; further: strong numbers were not always called active
# Bcl-B TR3 displacers: displacers of TR3 peptide from Bcl-B, primary screen, selectivity assay for Bfl-1 inhibitor project, biochemical, fluorescence polarization. AID 748. FP displacement of FITC-TR3 peptide from Bcl-B; higher % means a stronger effect. 96,000 tested, 0.11% active. displacement, % at 20 µM; hits with a dose series show IC50 in µM;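 active means displacement above 50% at 20 µM plus a fluorescence interference ratio under 1.5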;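 further: plate controls were wells without compound for no effect and wells lacking Bcl-B protein for full effect; a part of the inactive calls stands beside numbers as strong as those of hits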
# NFkB transloc inh: blocks IL-1B driven NFkB nuclear translocation in HUVEC cells; HUVEC IL-1B NFkB p65 nuclear translocation imaging; 94,000 tested, 0.43% active; inhibition, % at 2 µM;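 active means inhibition above about 30% together with a positive call from visual inspection of the well image, limit read from the data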;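 further: nuclear over cytoplasmic p65 intensity ratio measured by imaging; 0% = IL-1B stimulated DMSO wells and 100% = unstimulated DMSO wells; values of inactives mirror those of a sister screen read the other way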
# MRP resist rev: reverses drug resistance mediated by MRP; AID 602; 85,000 tested, 0.04% active; H69AR cells + 2 uM doxorubicin, CellTiter-Glo, 72 h; differential viability (reversal), % at 10 µM;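 active means viability drop by adding the cancer drug above about 55%, with treated viability meeting a 40% cutoff, limit read from the data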;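 further: viability without doxorubicin minus viability with 2 µM doxorubicin for each compound; larger differential means the compound sensitizes cells more to doxorubicin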
# NFkB transloc pot: enhances IL-1B driven NFkB nuclear translocation | 94,000 tested, 0.3% active | AID 819 | HUVEC IL-1B NFkB p65 nuclear translocation imaging | activation, % at 2 µM;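 active means activation above 40%, about the mean plus 3 SD, also judged a hit on visual image review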;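 further: percent activation is computed from the nuclear over cytoplasmic p65 intensity ratio; values of inactives mirror those of a sister screen read the other way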
# MRP resist rev cytotoxicity: also measured in MRP resist rev; calls as there; viability, %; H69AR cells, CellTiter-Glo, 72 h; measured here: cytotoxicity without doxorubicin
# MRP resist rev with doxorubicin: second read-out of MRP resist rev, no call of its own (marks repeat the call); viability, %; measured here: viability with 2 uM doxorubicin; active compounds read low
# NFkB transloc inh cell count 2 µM: further read-out of NFkB transloc inh, marked with its call; cell count; measured here: cells passing quality filter;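 raw number of nuclei counted in each imaged well without normalization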
# NFkB transloc pot cell count 2 µM: recorded beside NFkB transloc pot, whose call it bears; cell count; measured here: cells passing quality filter
# An asterisk follows results filed as active; . = not tested or not shown. Not all compounds are listed, so the mix of outcomes need not match the whole.
SMILES,PLAP inhibition,Bcl-B TR3 displacers,NFkB transloc inh,NFkB transloc inh cell count 2 µM,MRP resist rev,MRP resist rev cytotoxicity,MRP resist rev with doxorubicin,NFkB transloc pot,NFkB transloc pot cell count 2 µM
CCN(CC)CCCNC(=O)C1CCN(C(=O)c2cc3sccc3n2Cc2ccc(F)cc2)CC1,-63.7%,5.0%,-1.5,82,-7.7,65.9,73.6,1.5,82
CCCCCNc1c(C(=O)OCC)c(=O)[nH]c2ccccc12,20.7%,7.4%,.,.,12.7,88.5,75.8,.,.
CCC1(C)Cc2c(sc3nnn(CC(=O)Nc4ccc(Cl)cc4)c(=O)c23)CO1 (configuration not stated),9.6%,6.8%,0.6,176,.,.,.,-0.6,176
N#Cc1cccc(NC(=O)CSc2ccccc2)c1,27.5%,-2.3%,-5.3,134,6.5,107.6,101.1,5.3,134
O=C1c2ccccc2C(=O)N1CCSC(=S)N1CCOCC1,-1.4%,-9.2%,-11.8,128,.,.,.,11.8,128
c1ccc(C(c2ccccc2)N2CCN(Cc3nnnn3C3CCCCC3)CC2)cc1,.,.,10.8,113,-15.3,79.3,94.7,-10.8,113
COc1cc2cc(C(c3nnnn3C3CCCC3)N(C)C3CCCCC3)c(=O)[nH]c2cc1OC (configuration not stated),.,.,-17.8,132,-3.3,95.8,99.2,17.8,132
COc1ccc(NC(=O)c2ccc3nccnc3c2)cc1,.,.,-28.4,122,16.2,101.9,85.6,28.4,122
Cc1ccc(S(=O)(=O)Cc2ccc(C(=O)NCc3cccs3)o2)cc1,16.4%,-16.7%,0.9,143,1.5,90.3,88.8,-0.9,143
COc1ccc(CNS(=O)(=O)c2cccc(S(=O)(=O)N3CCOCC3)c2)cc1,-11.6%,4.4%,-24.5,183,16.2,98.1,81.9,24.5,183
CCCCOc1ccc(C2CC(=O)N(C)C2=O)cc1 (configuration not stated),.,.,1.9,137,-4.1,77.8,81.9,-1.9,137
Cn1c(=O)[nH]c(=O)c2c1nc(Sc1nc3ccccc3s1)n2Cc1ccccc1,-20.3%,0.5%,-6.6,65,-20.9,54.2,75.1,6.6,65
Nc1n[nH]c(-c2ccccc2)n1,-24.3%,-2.9%,0.8,140,11.2,100.6,89.4,-0.8,140
COCCn1c(SCc2ccccc2Cl)nc2c1c(=O)[nH]c(=O)n2C,-7.5%,-5.4%,-14.7,171,13.0,83.9,70.9,14.7,171
CCCn1c(SCC(=O)c2cc(OC)ccc2OC)nnc1-c1ccco1,-68.9%,-13.1%,-7.6,187,-1.3,76.3,77.7,7.6,187
CC(=O)N1CCC(N2CCN(c3ccccc3F)CC2)CC1,-0.8%,-1.7%,12.9,131,.,.,.,-12.9,131
OC1CCN(Cc2cccc(Oc3ccccc3)c2)CC1,-16.8%,2.0%,.,.,-8.1,85.1,93.1,.,.
CN1/C(=C\C(=O)Nc2cccnc2)c2ccccc2CC1(C)C,.,.,-4.2,90,-2.4,99.2,101.6,4.2,90
Cc1ccc2c(CN3CCN(Cc4ccc5c(c4)OCO5)CC3)cc(=O)oc2c1C,-93.9%,-2.3%,-2.6,126,-7.1,85.5,92.6,2.6,126
O=C(CN1CCC(n2nnc3cc(F)ccc32)CC1)NC1CCCCC1,-42.9%,-1.7%,2.9,83,12.4,92.1,79.8,-2.9,83
CC1CCc2c(sc3ncnc(SCC(=O)N4CCN(C(=O)c5ccco5)CC4)c23)C1 (configuration not stated),-6.7%,5.1%,.,.,-9.8,86.7,96.5,.,.
O=c1[nH][nH]c(-c2ccccc2)c1C=Nc1ccc(Cl)cc1,-5.3%,-31.2%,7.5,102,.,.,.,-7.5,102
CCOC(=O)c1oc2ccccc2c1NC(=O)C1CCCCC1,21.7%,-11.3%,.,.,7.9,85.3,77.4,.,.
COCCNC(=O)c1ccccc1NC(=O)COc1ccccc1,-9.2%,-4.7%,3.3,126,-5.2,90.0,95.2,-3.2,126
O=C(OCn1nnc2ccccc2c1=O)c1ccc2ccccc2n1,0.5%,9.2%,-13.2,130,-14.2,99.9,114.1,13.2,130
CCn1cnc2cc(NCc3nc4ccccc4n3C)ccc21,-20.5%,6.0%,2.8,174,6.7,73.0,66.3,-2.8,174
COC(=O)CCN(C(=O)c1ccc2c(c1)OCO2)c1ccccn1,8.5%,-4.2%,-4.6,180,21.2,106.5,85.3,4.6,180
COC(=O)CP(=O)(c1ccccc1)c1ccccc1,5.2%,-7.5%,-18.6,176,11.5,94.0,82.5,18.6,176
COc1ccc(C(=O)N2CCN(c3cccc(Cl)c3)CC2)cc1,.,.,-0.4,108,13.6,92.3,78.7,0.4,108
C/C(=N\NC(=O)c1ccccc1)c1ccc(N2CCOCC2)cc1,-1.5%,-9.3%,-9.2,166,.,.,.,9.2,166
O=C(CN1CCN(c2ccc(F)cc2)CC1)N1CCC(Cc2ccccc2)CC1,-61.8%,-0.1%,-4.4,134,-11.2,88.8,100.0,4.4,134
Cc1ccc(NC2c3ccccc3C(=O)N2CCN2CCOCC2)cc1 (configuration not stated),-60.5%,-2.6%,16.3,163,11.1,89.7,78.6,-16.3,163
Cc1cc(NC(=O)COC(=O)COc2ccc(C(=O)c3ccccc3)cc2)no1,-0.1%,8.3%,0.9,141,-2.9,91.1,93.9,-0.9,141
CC(=O)c1oc2ccccc2c1NC(=O)COC(=O)c1ccc(-n2nc(C)cc2C)cc1,0.8%,7.0%,.,.,-14.9,59.6,74.5,.,.
O=C1CC(c2ccccc2)n2nc(NC(=O)c3ccccc3)nc2N1 (configuration not stated),-16.0%,-1.0%,8.6,95,.,.,.,-8.6,95
COC(=O)c1ccccc1NC(=O)c1ccccc1NS(C)(=O)=O,-3.4%,-4.0%,-0.1,131,9.5,92.5,83.0,0.1,131
CCN(CC)S(=O)(=O)c1ccc2c(c1)c(=O)c(C(=O)NCCCN(C)c1ccccc1)cn2C,9.6%,-0.9%,.,.,24.8,91.8,67.0,.,.
O=C1c2ccccc2C(=O)N1CC(=O)N1c2ccccc2Sc2ccccc21,-1.5%,7.5%,-10.4,145,.,.,.,10.3,145
O=C(Nc1ccc(F)cc1F)c1ccc(-n2cncn2)nc1,3.3%,-3.2%,-8.3,133,.,.,.,8.2,133
COCCNC(=O)CN(c1cccc(OC)c1)S(=O)(=O)c1ccc(C)cc1,-58.3%,-2.8%,.,.,7.3,96.4,89.1,.,.
CCN1CCN(C(=O)CCCn2c(C)c3cnn(-c4ccccc4)c(=O)c3c2C)CC1,-57.2%,-2.7%,11.9,173,-1.7,68.3,70.0,-11.9,173
O=c1[nH]c2cc3c(cc2cc1C(c1nnnn1CC1CCCO1)N1CCCCCC1)OCO3 (configuration not stated),.,.,1.8,73,13.3,92.8,79.4,-1.8,73
O=C(O)CCCC(=O)Nc1ccccc1C(=O)O,0.2%,-2.7%,8.1,193,-3.3,90.7,94.0,-8.1,193
COc1ccc(S(=O)(=O)c2ccc(O)cc2)cc1,20.4%,9.7%,6.4,130,6.9,95.2,88.3,-6.4,130
COc1ccccc1NC(=O)C1CCCCN1S(=O)(=O)c1ccc(F)cc1 (configuration not stated),5.1%,8.5%,-16.3,137,.,.,.,16.3,137
CC(CCc1ccccc1)NC(=O)CN1CCOc2ccccc21 (configuration not stated),.,.,9.0,171,14.0,94.2,80.3,-9.0,171
O=C(CCc1nc(-c2ccccc2F)no1)Nc1ccc(Oc2ccccc2)cc1,10.4%,1.1%,-8.5,161,-26.6,29.5,56.1,8.5,161
Cc1cccc(C)c1NC(=S)NN1CCN(C)CC1,-1.8%,-2.2%,-14.9,136,.,.,.,14.9,136
COc1cc2c(cc1OC)CN(Cc1cccs1)CC2,-40.7%,-8.3%,.,.,16.5,99.1,82.6,.,.
CC1CCCCN1c1nc(-c2ccncc2)nc2ccccc12 (configuration not stated),-1.1%,-5.4%,-12.1,191,1.8,41.4,39.6,12.1,191
CC1(C)CC(NC(=O)CC2CCCCC2)CC(C)(C)N1,16.7%,2.7%,-6.2,163,-15.0,82.3,97.3,6.2,163
CCOCC(=O)Nc1c(C(=O)Nc2ccc(OC)cc2OC)oc2ccccc12,-18.0%,3.1%,6.7,110,1.7,41.4,39.7,-6.7,110
CS(=O)(=O)N(CC(=O)N1CCC(C(N)=O)CC1)c1ccc(Cl)c(C(F)(F)F)c1,10.9%,2.7%,-10.5,76,8.7,96.3,87.7,10.5,76
O=C(O)CSc1nnc(Cc2ccccc2)n1Cc1ccccc1,-67.2%,-2.4%,6.9,87,15.0,92.3,77.3,-6.9,87
O=C(NCCCN1CCCC1=O)c1cccnc1,-4.0%,0.3%,-9.7,164,1.6,92.4,90.8,9.7,164
CCc1cccc(CC)c1N(COC)C(=O)Cn1c(C(C)O)nc2ccccc21 (configuration not stated),-63.9%,16.8%,4.2,211,25.0,83.6,58.7,-4.2,211
COc1ccc(C(=O)Nc2ccc(Cl)c(Cl)c2)c(OC)n1,28.4%,-3.2%,0.4,76,-6.3,47.1,53.5,-0.4,76
Clc1cccc2sc(-c3nnc(-c4ccccc4)o3)c(Cl)c12,.,.,9.4,81,0.5,84.3,83.8,-9.4,81
Cc1nn(-c2ccccc2)c2sc(C(=O)NC3CC3)cc12,-4.8%,-5.2%,-2.0,150,8.1,94.9,86.8,2.0,150
COCCCNC(=O)c1ccccc1SC,-15.6%,-11.9%,1.0,118,-2.1,90.2,92.3,-1.0,118

# Part of the list above, field by field.
CCN1CCN(C(=O)CCCn2c(C)c3cnn(-c4ccccc4)c(=O)c3c2C)CC1
  PLAP inhibition = -57.2%; Bcl-B TR3 displacers = -2.7%; NFkB transloc inh = 11.9; NFkB transloc inh cell count 2 µM = 173; MRP resist rev = -1.7; MRP resist rev cytotoxicity = 68.3; MRP resist rev with doxorubicin = 70.0; NFkB transloc pot = -11.9; NFkB transloc pot cell count 2 µM = 173

O=c1[nH]c2cc3c(cc2cc1C(c1nnnn1CC1CCCO1)N1CCCCCC1)OCO3 (configuration not stated)
  PLAP inhibition = .; Bcl-B TR3 displacers = .; NFkB transloc inh = 1.8; NFkB transloc inh cell count 2 µM = 73; MRP resist rev = 13.3; MRP resist rev cytotoxicity = 92.8; MRP resist rev with doxorubicin = 79.4; NFkB transloc pot = -1.8; NFkB transloc pot cell count 2 µM = 73

O=C(O)CCCC(=O)Nc1ccccc1C(=O)O
  PLAP inhibition = 0.2%; Bcl-B TR3 displacers = -2.7%; NFkB transloc inh = 8.1; NFkB transloc inh cell count 2 µM = 193; MRP resist rev = -3.3; MRP resist rev cytotoxicity = 90.7; MRP resist rev with doxorubicin = 94.0; NFkB transloc pot = -8.1; NFkB transloc pot cell count 2 µM = 193

# Remaining list, next part:
SMILES,PLAP inhibition,Bcl-B TR3 displacers,NFkB transloc inh,NFkB transloc inh cell count 2 µM,MRP resist rev,MRP resist rev cytotoxicity,MRP resist rev with doxorubicin,NFkB transloc pot,NFkB transloc pot cell count 2 µM
Cc1ccc(NC(=O)c2cc(S(=O)(=O)N3CCC4(CC3)OCCO4)ccc2F)cc1,-58.8%,-1.9%,-13.6,117,6.0,96.3,90.4,13.6,117
Cn1c(=O)cc(OCCCC(=O)Nc2cccnc2)c2ccccc21,-8.7%,0.1%,-9.3,116,12.2,78.9,66.7,9.3,116
CCc1c(O)nc(SCC(=O)Nc2ccccc2)n(C(C)CC)c1=O (configuration not stated),-6.7%,1.3%,-7.7,183,-8.4,74.6,83.1,7.7,183
COc1cc2c(cc1NC(=S)Nc1cccc3ccccc13)oc1ccccc12,-14.5%,17.0%,5.3,138,.,.,.,-5.3,138
CCN1C(=O)c2cccc3c(S(=O)(=O)Nc4ncccc4C)ccc1c23,-15.2%,6.1%,4.7,119,.,.,.,-4.7,119
Cc1c(C#N)c2ncn(CCCN(C)C)c(=O)c2n1-c1ccccc1,-0.4%,3.4%,1.8,104,-5.5,91.8,97.4,-1.8,104
Cc1nnc(SCc2cccs2)[nH]c1=O,.,.,-8.3,153,.,.,.,8.2,153
CC(C)N(C(=O)Cn1c(SCC(=O)Nc2nccs2)nc2ccccc21)C(C)C,.,.,0.4,117,8.1,92.2,84.0,-0.4,117
O=C(O)CC1Sc2ccccc2NC1=O (configuration not stated),-7.3%,5.8%,.,.,-7.1,96.1,103.2,.,.
O=C(NCc1ccco1)c1ccc(Cn2c(=O)c3ccccc3n(Cc3cccc(F)c3)c2=O)cc1,6.2%,-3.5%,.,.,-2.9,7.7,10.6,.,.

# Source: PubChem
